PLCg1 inh – PLC-gamma1 (human) inhibition, primary screen; P19174; purified PLC-gamma1, fluorogenic substrate, fluorescence; inhibition, % at 12.2 µM; actives 0.84% (n = 370,000); AID 720700; in the data active means inhibition above about 9.5%
Target sequence (P19174 whole entry, looked up): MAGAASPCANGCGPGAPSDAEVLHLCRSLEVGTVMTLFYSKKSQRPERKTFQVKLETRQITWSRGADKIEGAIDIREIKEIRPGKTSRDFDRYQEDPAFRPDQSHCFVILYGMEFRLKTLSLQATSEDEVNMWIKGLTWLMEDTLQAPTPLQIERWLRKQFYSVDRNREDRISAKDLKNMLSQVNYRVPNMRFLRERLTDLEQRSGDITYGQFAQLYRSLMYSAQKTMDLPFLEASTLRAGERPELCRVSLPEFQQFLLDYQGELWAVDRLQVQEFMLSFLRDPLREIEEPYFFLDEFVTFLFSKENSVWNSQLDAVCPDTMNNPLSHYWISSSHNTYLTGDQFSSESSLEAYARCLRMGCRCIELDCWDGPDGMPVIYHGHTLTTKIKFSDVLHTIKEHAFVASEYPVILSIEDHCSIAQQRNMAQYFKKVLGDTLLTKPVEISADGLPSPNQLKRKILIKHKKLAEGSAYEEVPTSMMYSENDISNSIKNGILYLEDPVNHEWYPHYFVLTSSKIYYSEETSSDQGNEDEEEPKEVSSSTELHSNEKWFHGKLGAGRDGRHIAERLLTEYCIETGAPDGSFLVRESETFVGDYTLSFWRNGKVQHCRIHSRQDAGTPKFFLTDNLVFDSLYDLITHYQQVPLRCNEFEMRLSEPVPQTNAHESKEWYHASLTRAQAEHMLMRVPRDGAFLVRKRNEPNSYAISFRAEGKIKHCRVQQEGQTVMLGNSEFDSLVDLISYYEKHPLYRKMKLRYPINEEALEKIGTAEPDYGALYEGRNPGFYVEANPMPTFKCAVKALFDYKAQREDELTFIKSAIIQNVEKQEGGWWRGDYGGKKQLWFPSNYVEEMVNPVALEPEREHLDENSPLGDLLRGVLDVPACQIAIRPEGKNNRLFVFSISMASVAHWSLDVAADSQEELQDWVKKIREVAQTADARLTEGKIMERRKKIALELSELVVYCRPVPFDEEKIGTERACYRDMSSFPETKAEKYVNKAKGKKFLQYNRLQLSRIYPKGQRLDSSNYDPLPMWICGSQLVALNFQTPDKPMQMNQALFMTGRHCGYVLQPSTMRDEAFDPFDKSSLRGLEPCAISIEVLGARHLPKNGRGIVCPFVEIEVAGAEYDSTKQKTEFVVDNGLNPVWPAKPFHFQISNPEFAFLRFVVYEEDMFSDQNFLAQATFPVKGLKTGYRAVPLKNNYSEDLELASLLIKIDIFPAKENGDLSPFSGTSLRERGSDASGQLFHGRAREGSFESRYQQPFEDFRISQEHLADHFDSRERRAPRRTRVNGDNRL
MBD2 inh – inhibitors of human MBD2 binding to methylated oligonucleotide. inhibition, % at 4.4 µM. Q9UBB5. AID 686964. TR-FRET. actives 0.31% (n = 370,000); in the data active means inhibition above about 13%
hgDAF12 agonist – hgDAF-12 agonism, primary luciferase screen. HEK293 GAL4-hgDAF12 UAS-luciferase reporter, agonist luminescence; normalized to butyrate control. activation, % at 6.8 µM. actives 1.8% (n = 370,000). AID 687014;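 active means activation above a cutoff set at the mean of all screened compounds plus 3 SD, cut at about 10% in these data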;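 further: 0% = DMSO wells and 100% = sodium butyrate wells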
DAX1 inh-1 – inhibitors of human orphan nuclear receptor DAX1 (NR0B1); inhibition, % at 6.75 µM; actives 0.99% (n = 340,000); P51843; AID 504766; HEK293 Gal4-DAX1 luciferase reporter, luminescence;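 active means inhibition above the mean over all tested compounds plus 3 SD, cut at about 4.2% in these data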;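 further: 0% = DAX1-transfected cells with DMSO and 100% = empty-vector control cells with DMSO; inhibition shows as a rise in luminescence from relieved DAX1 repression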
NR1D1 modulator – modulates human Rev-erb alpha binding to DNA | activity, % at 10 µM | P20393 | actives 0.79% (n = 370,000) | Rev-erbα–FITC-DNA binding, fluorescence polarization, 90 min;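 active means activity above about 14%, limit read from the data; passing the limit was not always enough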;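 further: 0% = DMSO wells with 35 nM protein and 100% = DMSO wells with 750 nM protein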
PLC-beta3 inh – inhibitors of human phospholipase C beta3; Q01970; Purified PLC-beta3, fluorogenic substrate, fluorescence; inhibition, % at 12.2 µM; actives 0.18% (n = 370,000); AID 720704; in the data active means inhibition above about 11%;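 further: 0% = median of compound wells on plate and 100% = full blocker control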
DAX1 inh-2 – DAX1 (NR0B1) inhibition, primary screen; HEK293T StAR-luciferase reporter, SF-1/DAX-1 repression relief; inhibition, % at 6.8 µM; actives 1.1% (n = 370,000); AID 652010;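 active means inhibition above the mean over all tested compounds plus 3 SD, cut at about 3.6% in these data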;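 further: 0% = DAX-1 cells with DMSO and 100% = cells lacking DAX-1 with DMSO; higher inhibition means more luminescence from relief of DAX-1 repression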
ADAM17 inh – inhibits human ADAM17 | recombinant ADAM17, EDANS/DABCYL FRET peptide cleavage | inhibition, % at 6.95 µM | actives 0.83% (n = 370,000) | AID 720648;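 active means inhibition above the mean of compounds lying between control limits plus 3 SD, set per campaign, cut at about 8.5% in these data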;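 further: 0% = DMSO-only wells as the low control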
ssDAF-12 act – S. stercoralis DAF-12 activation, primary screen; HEK293 ssDAF-12/GRIP1 lit1-tk-luc reporter, luminescence; % of 3 µM dafachronic acid response; activation, % at 6.8 µM; actives 1% (n = 370,000); AID 652126;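 active means activation above the mean over all tested compounds plus 3 SD, cut at about 0.9% in these data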;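 further: 0% = DMSO-only wells and 100% = 3 µM delta7-dafachronic acid wells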
hcDAF-12 act – activators of H. contortus DAF-12 nuclear receptor. activation, % at 6.8 µM. HEK293 hcDAF-12 lit1-tk-luc reporter, luminescence; 0% DMSO, 100% Δ7-dafachronic acid. AID 652067. actives 1.4% (n = 370,000);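 active means activation above the mean of all tested compounds plus 3 SD, cut at about 5.5% in these data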;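 further: 100% = response to 3 µM Δ7-dafachronic acid high control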
SMARCA2 act – activators of SMARCA2 function | actives 1% (n = 370,000) | activation, % at 9.1 µM | MG213 cells, MMTV-luciferase reporter, dexamethasone, overnight; in the data active means activation above about 7.8%;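 further: 0% = vehicle wells and 100% = reference activator wells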
Active calls of the source: *; · = not tested or not shown.

Every second line gives: PLCg1 inh | MBD2 inh | hgDAF12 agonist | DAX1 inh-1 | NR1D1 modulator | PLC-beta3 inh | DAX1 inh-2 | ADAM17 inh | ssDAF-12 act | hcDAF-12 act | SMARCA2 act
COCCNC(=O)C1C(=O)Nc2ccccc2C(=O)N1Cc1ccccc1 (stereo not drawn)
 : 4.0 | 3.3 | 1.0 | · | 4.3 | 0.6 | 0.4 | -2.5 | -1.4 | -0.1 | -4.0
C/C(=N\Nc1nc(C)c(C)s1)c1ccc([N+](=O)[O-])cc1
 : -2.4 | -2.0 | -0.2 | 1.0 | -1.2 | -4.4 | -1.9 | -2.1 | -0.3 | -0.4 | -1.4
S=C(NCc1ccncc1)Nc1cccc(Cl)c1
 : -0.4 | 0.8 | -0.3 | -0.1 | -0.8 | 0.9 | -1.2 | -2.7 | -1.5 | -3.1 | -0.7
Cc1ccsc1C(=O)OCC(=O)N1C(C)CCCC1C (stereo not drawn)
 : -1.9 | 2.4 | 2.0 | 2.5 | 2.5 | -2.1 | -0.9 | -2.2 | -0.3 | 0.2 | 0.2
CCc1ccc(CCNC(=O)OC2CC3CC2[C@H]2CCCCN2[C@H]3Cc2ccccc2)cc1 (stereo partly drawn)
 : -1.0 | 2.7 | 0.3 | · | 11.8 | -4.7 | -0.5 | -2.3 | -0.9 | 0.1 | -3.3
COc1ccccc1/C=C/C(=O)OCC(=O)Nc1ccc2c(c1)OCO2
 : -7.2 | -5.9 | 3.0 | 0.6 | -2.7 | -8.1 | 0.6 | -9.5 | -1.3 | -0.1 | -0.4
COCCCN(C(=O)c1ccc2ccccc2n1)c1c(N)n(Cc2ccccc2)c(=O)[nH]c1=O
 : -12.6 | -4.3 | 4.2 | 0.2 | 1.0 | -25.6 | 2.3 | -17.2 | 0.2 | 5.0 | -0.7
Cc1ccc(OCCOc2ccc(Cl)cc2Cl)c(Br)n1
 : 2.7 | 0.4 | 12.1* | · | 7.0 | 0.0 | · | 4.4 | -1.4 | 0.4 | ·
CC(C)(C)OC(=O)N1Cc2ccccc2C[C@H]1C(=O)NCC(=O)NC1CCCC1
 : 1.8 | -3.4 | -2.7 | 0.1 | -2.0 | -6.3 | -0.3 | -1.4 | -1.4 | -0.7 | -4.9
Cc1cc(C)c2c(=O)cc(C(F)(F)F)oc2n1
 : 2.9 | 1.6 | 0.8 | -0.5 | -5.8 | 4.5 | 1.6 | 0.6 | -1.0 | -0.7 | -0.3
O=C(NC1CC2CCCC(C1)N2C(=O)Nc1cccc(F)c1)C1CC1 (stereo not drawn)
 : 1.0 | -1.9 | 1.1 | -0.9 | 2.4 | -4.2 | 0.0 | 0.1 | -1.0 | 0.5 | 0.6
CCC1(C)Cc2c(C#N)c(N)n(N)c(=S)c2CO1 (stereo not drawn)
 : 1.0 | -1.4 | -2.6 | -1.6 | -4.3 | -0.2 | 0.1 | -2.2 | -1.4 | 1.9 | -4.2
Cc1nc2ccccn2c(=O)c1NC(=O)COc1ccccc1
 : -13.2 | 2.4 | 0.1 | -0.8 | -1.3 | -20.1 | 0.4 | -9.4 | -1.3 | 0.6 | 4.4
COCCNC(=O)CCC1CCN(Cc2ccc(-c3ccccc3)cc2)CC1
 : 1.4 | 1.4 | 1.5 | 0.3 | -5.7 | -4.4 | -0.2 | -1.3 | -1.3 | -1.4 | -1.0
COc1ccc2c(c1)c(C(=O)OCCN(C)C)c(C)n2C
 : 1.9 | 4.2 | -0.4 | 0.1 | 0.1 | 1.7 | 0.0 | 2.2 | -0.9 | 1.0 | -1.1
COc1ccc(CN=Cc2c(O)[nH]c3ccccc23)cc1
 : 10.0* | 1.9 | 7.8 | 1.1 | 0.6 | 5.1 | -0.5 | -0.4 | -0.6 | 2.5 | 5.2
CCn1cc(S(=O)(=O)Nc2ccc(C)c(Cl)c2)cn1
 : 1.7 | 3.0 | -2.5 | 0.8 | -1.9 | -8.0 | -0.8 | -0.3 | -1.0 | -0.8 | 1.6
N#CCSc1nnc2sc3ccccc3n12
 : 1.8 | 2.0 | -0.8 | 0.5 | -2.5 | 4.1 | 0.5 | 3.3 | -1.5 | -0.5 | -4.7
O=C(Oc1cccc(Nc2ncnc3ccccc23)c1)c1cccnc1
 : -7.8 | -6.5 | -1.1 | 0.0 | -1.1 | -19.3 | -0.3 | -4.8 | -2.1 | -0.1 | -0.9
COc1ccccc1CCN=C(N)NS(=O)(=O)c1cc(F)ccc1F
 : 1.5 | -6.1 | 0.0 | -0.2 | 1.6 | -5.5 | -1.7 | -2.7 | -1.3 | -1.1 | 1.0
COc1ccc(CN2CCN(CCc3ccccc3)C(CCO)C2)c(O)c1 (stereo not drawn)
 : 4.0 | 5.8 | -1.1 | 0.5 | 16.1* | -4.1 | 0.5 | -0.3 | -0.2 | -1.9 | -4.3
COc1ccc(NC(=O)NNC(=O)CCc2ccc(O)c(O)c2)cc1OC
 : -70.0 | 2.9 | 1.7 | -0.3 | 11.0 | -94.0 | -0.9 | -70.5 | -1.5 | 0.9 | 0.0
COc1ccc(N2CCN(c3ccc(C(=O)O)cc3[N+](=O)[O-])CC2)cc1
 : -1.5 | 0.7 | -0.1 | -1.2 | -0.3 | -14.4 | 0.3 | -4.0 | -1.2 | -2.7 | 0.9
Cc1cc(CNC(=O)C2CCC(=O)N(Cc3ccccc3F)C2)nn1C (stereo not drawn)
 : 0.0 | 2.1 | 0.0 | 0.5 | 0.7 | -6.4 | -0.5 | -6.7 | -0.8 | -1.7 | -0.1
CN(C)N1C(N)=C(C#N)C(c2cccs2)C2=C1CCCC2=O (stereo not drawn)
 : -3.4 | -1.7 | 2.3 | -0.4 | -1.4 | -0.6 | 0.3 | -3.0 | -1.5 | -0.1 | -1.0
COC(=O)[C@]12CCCCC=C1N(Cc1cccc3ccccc13)C(=O)[C@H](CC(=O)NCC1CCCCC1)C2
 : 5.6 | 2.6 | 4.4 | · | 1.6 | 0.9 | 1.4 | 1.2 | -0.7 | -0.5 | 4.2
O=C(NCC1CCCO1)c1ccc([N+](=O)[O-])s1 (stereo not drawn)
 : 2.8 | -0.6 | -0.9 | 2.9 | -2.2 | 0.3 | -0.6 | 0.5 | -1.3 | -2.7 | -0.4
CC(=O)Nc1ccc(Sc2ccccc2C(=O)O)cn1
 : -14.1 | 12.4 | -0.5 | 0.5 | -0.6 | -22.5 | 0.0 | -7.0 | -1.6 | -1.1 | -1.3
NC(=O)C1CC(=O)N(c2ccc(OCC(=O)N3CCCC3)cc2)C1 (stereo not drawn)
 : -0.7 | 2.6 | -1.1 | -0.1 | 4.1 | -1.8 | -0.7 | 0.4 | -0.2 | -1.3 | -0.4
CCN(CC(=O)Nc1ccccc1C(F)(F)F)C(=O)C1=COCCO1
 : 0.1 | 3.1 | 0.1 | -0.8 | -2.5 | -1.2 | 1.1 | -1.8 | -1.2 | -1.2 | 1.4
CCCc1c(C)[nH]c2ccccc2c1=O
 : 0.1 | 1.2 | -1.5 | -0.3 | 0.0 | 3.4 | 0.0 | -1.9 | -1.2 | -2.1 | 2.4
Cn1c(SCC(=O)NCc2ccccc2)ncc(C(=O)Nc2ccccc2)c1=O
 : 3.7 | 3.2 | 0.4 | 0.0 | 11.2 | -4.2 | 1.7 | 1.6 | 1.0* | 3.5 | -1.4
Cc1cc(C)n(C(=O)CN2C(=O)CCC2=O)n1
 : -0.3 | -3.8 | -0.7 | -0.7 | -0.8 | 2.4 | -0.1 | -2.9 | -1.2 | 1.0 | 0.6
COc1ccc(CN(C(=O)/C=C/C(=O)c2ccc(OC)cc2O)C(C(=O)NC2CCCCC2)c2ccncc2)cc1 (stereo not drawn)
 : -1.8 | -2.8 | -2.9 | -0.7 | -1.2 | -5.0 | -0.5 | 3.7 | -1.6 | -2.7 | -1.1
CC(C)c1nc2cc(C(=O)N3CCN(c4cnccn4)CC3)ccc2o1
 : -22.2 | 2.1 | -0.3 | 0.6 | 5.6 | -30.8 | -0.9 | -5.5 | -1.0 | -0.4 | 0.1
CC(C)c1ccc(C2c3[nH]c4ccccc4c3C[C@H]3C(=O)N(c4ccccc4C(=O)N4CCC[C@@H]4C(=O)O)C(=O)N23)cc1 (stereo partly drawn)
 : -13.1 | 1.0 | 2.1 | 0.6 | -6.4 | -13.9 | -0.8 | -2.4 | 0.8 | 3.0 | 2.9
Cc1ccc(NC(=O)N2CCCN(C(=O)OC(C)(C)C)CC2)cc1Cl
 : -0.8 | 1.7 | -2.5 | -0.8 | -3.2 | -1.6 | -0.1 | -0.1 | -0.9 | -0.8 | -1.9
CCOC(=O)N1CCN(S(=O)(=O)c2ccc(OCC(=O)OC)c(Cl)c2)CC1
 : 4.8 | -1.3 | -0.5 | -0.6 | -4.1 | 0.1 | 0.5 | 5.3 | -1.7 | -0.8 | -3.9
CC(=O)OC12CCCN(C1)/C(=C/c1ccccc1)C2 (stereo not drawn)
 : 3.9 | 1.8 | 0.5 | · | 0.3 | 3.9 | 0.2 | 6.3 | -1.2 | -2.1 | -2.3
COC(=O)Cc1c(CSc2ccccc2)oc2ccc(O)c(CN(C)C)c12
 : 0.3 | 1.2 | -2.5 | -0.5 | -4.3 | -4.8 | 0.0 | 0.6 | -0.8 | -1.3 | 5.8

ssDAF-12 act, what is marked active above.
| structure | PLCg1 inh | MBD2 inh | DAX1 inh-1 | NR1D1 modulator | PLC-beta3 inh | DAX1 inh-2 | ADAM17 inh | ssDAF-12 act | hcDAF-12 act | SMARCA2 act |
| --- | --- | --- | --- | --- | --- | --- | --- | --- | --- | --- |
| Cn1c(SCC(=O)NCc2ccccc2)ncc(C(=O)Nc2ccccc2)c1=O | 3.7 | 3.2 | 0.0 | 11.2 | -4.2 | 1.7 | 1.6 | 1.0* | 3.5 | -1.4 |

The list continues.
Every second line gives: PLCg1 inh | MBD2 inh | hgDAF12 agonist | DAX1 inh-1 | NR1D1 modulator | PLC-beta3 inh | DAX1 inh-2 | ADAM17 inh | ssDAF-12 act | hcDAF-12 act | SMARCA2 act
O=C(NCc1nc2ccccc2[nH]1)C1=C[C@H](c2ccc3c(c2)OCO3)C[C@H](OCc2ccc(CO)cc2)O1
 : -8.4 | 3.7 | -0.7 | 0.6 | 5.1 | -10.5 | -0.1 | -1.5 | -1.3 | 3.3 | -0.4
COc1ccc(CCNc2ccc(S(=O)(=O)N3CCCC3)cc2[N+](=O)[O-])cc1
 : -2.5 | -2.6 | -2.2 | -1.6 | 6.1 | -1.4 | -0.8 | -2.1 | -1.9 | -3.8 | -1.6
COc1cc(OC)c(NC(=O)c2csc(C)c2)cc1Cl
 : 0.0 | 1.5 | 1.0 | -1.1 | 1.5 | -6.5 | -0.4 | -4.5 | -0.1 | 3.5 | -2.8
CCOc1ccc(-n2ccnc(SCC(=O)Nc3ccc(OC)cc3OC)c2=O)cc1
 : -38.6 | -3.4 | -0.2 | -2.2 | -4.3 | -61.8 | -3.7 | -12.9 | -1.1 | -2.3 | -0.2
C=CCNC(=S)N/N=C/c1ccc(-c2ccc(OC)cc2)o1
 : -157.6 | 1.8 | 2.4 | -1.3 | -1.5 | -189.5 | -1.7 | -196.8 | -1.1 | -0.6 | -3.3
O=C(Cc1cccs1)N/N=C\c1ccc(O)cc1
 : -4.1 | 0.7 | 7.2 | -1.7 | -2.0 | 0.3 | 1.2 | -2.8 | -0.3 | 1.4 | 2.7
O=C(OCC(=O)N1c2ccccc2Sc2ccccc21)C1CC(=O)N(Cc2ccco2)C1 (stereo not drawn)
 : 2.1 | -1.2 | 0.3 | -0.4 | -5.3 | 3.9 | -0.5 | -0.4 | -1.0 | -2.2 | -0.5

Compound activity: PubChem BioAssay, several laboratories
